TRAIL sens C8 – viability loss with TRAIL in NB7+C8 cells, primary screen, TRAIL sensitizer project, cell-based, ATPlite luminescence. inhibition (viability loss, TRAIL sensitization), % at 10 µM. actives 1% (n = 360,000);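 active = compounds causing at least 50% loss of cell viability in the single-dose screen, relative to plate controls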
NOD2-RIPK2 inh – NOD2-RIPK2 binding disruptors in cells, primary screen, fluorescence, CHO cells, BLA complementation; Receptor-interacting serine/threonine-protein kinase 2 (Homo sapiens), O43353; CCF4 ratio; inhibition, % at 4.98 µM; actives 0.38% (n = 360,000); AID 624267, 2012; in the data active = inhibition above about 21%;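 also: 0% = vehicle only and 100% = reference blocker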
TROY signal inh – inhibitors of TROY-driven NF-kB signaling, primary screen, Q293 LMP1-TROYcd cells, NF-kB luciferase, uHTS. Q293 LMP1-TROYcd NF-kB luciferase reporter, 4 h. actives 0.98% (n = 360,000). AID 1347056, 2019. inhibition, % at 10 µM;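 active = compounds whose plate-normalised and pattern-corrected inhibition of the luciferase reporter signal at the single screening dose is 50% or more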
TLR9-MyD88 inh – inhibitors of TLR9-MyD88 association in cells, primary screen, cell-based, CHO, BLA complementation, fluorescence. Toll-like receptor 9 (Homo sapiens) + Myeloid differentiation primary response protein …. CCF4 FRET ratio. inhibition, % at 4.98 µM. actives 0.21% (n = 340,000). AID 504734, 2011;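 active = inhibition above the mean over all tested compounds plus 3 SD, cut at about 21% in these data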;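 also: 0% = DMSO only wells and 100% = clavulanate BLA inhibitor control wells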
Target sequence (Q99836 whole entry, looked up): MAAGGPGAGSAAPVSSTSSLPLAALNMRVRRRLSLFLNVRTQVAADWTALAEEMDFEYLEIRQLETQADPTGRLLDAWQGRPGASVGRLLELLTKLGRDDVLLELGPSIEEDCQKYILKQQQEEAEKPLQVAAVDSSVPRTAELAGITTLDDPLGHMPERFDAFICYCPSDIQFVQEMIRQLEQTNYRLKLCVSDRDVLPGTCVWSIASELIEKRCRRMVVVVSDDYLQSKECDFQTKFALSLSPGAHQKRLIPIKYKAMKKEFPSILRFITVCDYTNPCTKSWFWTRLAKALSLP
Target sequence (Q9NR96 whole entry, looked up): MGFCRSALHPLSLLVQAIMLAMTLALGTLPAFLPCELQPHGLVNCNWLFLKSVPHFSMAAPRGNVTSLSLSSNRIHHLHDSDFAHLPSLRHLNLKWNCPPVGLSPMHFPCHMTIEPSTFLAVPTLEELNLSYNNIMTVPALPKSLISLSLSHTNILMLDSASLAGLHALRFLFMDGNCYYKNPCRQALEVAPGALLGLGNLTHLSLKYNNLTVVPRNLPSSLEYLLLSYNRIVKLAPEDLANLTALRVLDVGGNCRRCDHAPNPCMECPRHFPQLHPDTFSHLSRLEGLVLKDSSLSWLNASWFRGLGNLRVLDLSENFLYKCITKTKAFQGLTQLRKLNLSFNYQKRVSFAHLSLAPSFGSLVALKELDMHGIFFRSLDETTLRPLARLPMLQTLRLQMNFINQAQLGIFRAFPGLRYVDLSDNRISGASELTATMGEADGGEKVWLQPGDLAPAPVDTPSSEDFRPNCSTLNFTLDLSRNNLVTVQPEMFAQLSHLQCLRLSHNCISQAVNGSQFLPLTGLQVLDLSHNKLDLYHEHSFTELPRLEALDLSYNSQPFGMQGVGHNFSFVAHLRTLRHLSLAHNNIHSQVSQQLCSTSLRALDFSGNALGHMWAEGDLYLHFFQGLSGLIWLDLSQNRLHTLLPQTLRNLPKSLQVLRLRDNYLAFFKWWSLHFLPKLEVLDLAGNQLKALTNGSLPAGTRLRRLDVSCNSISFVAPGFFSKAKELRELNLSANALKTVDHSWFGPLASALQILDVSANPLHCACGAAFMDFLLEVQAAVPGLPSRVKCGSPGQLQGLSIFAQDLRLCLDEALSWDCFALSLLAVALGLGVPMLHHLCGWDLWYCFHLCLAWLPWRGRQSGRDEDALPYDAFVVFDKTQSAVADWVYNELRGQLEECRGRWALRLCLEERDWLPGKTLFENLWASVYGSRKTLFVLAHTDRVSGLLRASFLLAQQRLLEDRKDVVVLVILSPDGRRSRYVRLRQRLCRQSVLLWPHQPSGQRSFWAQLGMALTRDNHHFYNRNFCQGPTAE
TWEAK Fn14 block – inhibitors of TWEAK-Fn14 signaling, primary screen, luciferase reporter cells, uHTS; TWEAK-stimulated Fn14 reporter cells, luciferase luminescence, 8 h; inhibition, % at 10 µM; actives 2% (n = 360,000); AID 1159606, 2016; in the data active = inhibition above about 50%
SRC2 inh – inhibition of GAL4-SRC2 driven luciferase reporter, primary screen, SRC2 inhibitor project, cell-based, luminescence; inhibition, % at 9 µM; Nuclear receptor coactivator 2 (Homo sapiens), Q15596; actives 0.17% (n = 370,000); HEK293 GAL4-SRC2 luciferase reporter;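 active = inhibition above the mean inhibition of all tested compounds plus 3 SD, set per campaign, cut at about 52% in these data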;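 also: 0% = DMSO treated cells and 100% = cells given Gossypol at 36 µM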
SRC3 inh – SRC3 coactivator transcriptional activity inhibitors, primary screen, cell-based, luminescence. Nuclear receptor coactivator 3 (Homo sapiens), Q9Y6Q9. inhibition, % at 3.6 µM. actives 0.17% (n = 360,000). HEK293 GAL4-SRC3 luciferase reporter;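 active = inhibition above a per-campaign cutoff, the mean of all compounds plus 3 SD, cut at about 60% in these data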;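 also: 0% = DMSO-treated cells and 100% = gossypol-treated cells at 36 µM; higher means less SRC3-driven luciferase light from the GAL4 reporter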
NR2F2 inh – NR2F2 transcriptional activity inhibitors, primary screen, cell-based, luciferase reporter, HEK293T, luminescence; AID 686940, 2013; HEK293T NGFI-A luciferase reporter; COUP transcription factor 2 (Homo sapiens), P24468; inhibition, % at 8.6 µM; actives 0.7% (n = 370,000);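 active = inhibition above a per-plate cutoff, mean inhibition of test wells between control levels plus 3 SD, cut at about 38% in these data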;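 also: cells cotransfected with COUP-TFII expression vector driving the NGFI-A reporter; 0% = median of COUP-TF2 test wells and 100% = reporter-only cells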
EBV LMP1 NFkB – EBV LMP1-driven NF-kappaB luciferase reporter inhibitors, primary screen, cell-based, luminescence, single point; inhibition, % at 12.5 µM; actives 0.69% (n = 350,000); LMP1-induced NF-kappaB luciferase reporter cells; in the data active = inhibition above about 41%;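 also: 0% = neutral control wells and 100% = reference inhibitor control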
LRH-1 inv ag – LRH-1 (NR5A2) inverse agonists, primary screen, cell-based, luminescence, HEK293T, StAR-luciferase reporter. actives 0.13% (n = 360,000). inhibition, % at 3.6 µM. LRH-1 transfected, 24 h;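 active = inhibition above the mean inhibition of all tested compounds plus 3 SD, cut at about 73% in these data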;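 also: 0% = DMSO wells and 100% = reporter-only cells lacking LRH-1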
SRC1 inh – SRC1 coactivator transcriptional activity inhibitors, primary screen, cell-based, luminescence. Nuclear receptor coactivator 1 (Homo sapiens), Q15788. HEK293 GAL4-SRC1 luciferase reporter. inhibition, % at 3.6 µM. actives 0.12% (n = 360,000). AID 588354, 2011;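 active = inhibition above the campaign mean plus 3 SD, with each screening campaign given its own cutoff, cut at about 60% in these data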;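 also: 0% = DMSO treated cells and 100% = gossypol at 36 µM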
An asterisk follows results filed as active; · = no result given; & = joins results of further samples. Only part of the results is shown; rates above refer to the full screens.

SMILES	TRAIL sens C8	NOD2-RIPK2 inh	TROY signal inh	TLR9-MyD88 inh	TWEAK Fn14 block	SRC2 inh	SRC3 inh	NR2F2 inh	EBV LMP1 NFkB	LRH-1 inv ag	SRC1 inh
CCOC(=O)Nc1ccc2nc(Sc3ccc(Cl)cc3)sc2c1	22	-6	82*	-4	9	-3	4	0	0	30	0
Cc1cc2oc(=O)cc(CN(C)Cc3ccccc3Cl)c2cc1C	4	-7	-19	7	-50	-12	-34	-11	-9	7	11
COc1ccccc1NC(=O)CSc1nnnn1-c1ccc(C(=O)O)cc1	-10	-10	13	-3	-15	-6	16	19	1	5	-7
N/C(=N\OC(=O)CCC1CCCCC1)c1ccc([N+](=O)[O-])cc1	-16	5	-6	2	-5	-13	8	3	-6	-1	3
CC(=O)Nc1ccc(NC(=O)C(C)OC(=O)CN2C(=O)C3CCCCC3C2=O)cc1 (stereo unspecified)	-9	-4	-1	5	11	-11	18	8	-1	26	0
ClCC1=Nc2ccccc2Cc2ccccc21	-12	11	-10	·	-2	-4	-3	9	·	8	7
Cc1cccc(C)c1NC(=O)N1C(C(=O)O)CSC1C(=O)O (stereo unspecified)	2	-6	-15	11	13	9	-7	-9	0	-7	2
CC(C)(C)c1cc(=O)[nH]c(SCc2ccccc2)n1	-9	1	45	11	12	-19	-1	15	-1	-4	3
COc1cc(CNc2cccc(C(=O)O)c2)cc(Br)c1OCC(=O)NC(C)(C)C	4	-13	-8	-5	5	-1	18	11	-3	-8	-1
CCc1ccc(NC(=O)C2C3CCC(O3)C2C(=O)O)cc1 (stereo unspecified)	-8	14	-5	-9	-8	26	4	-14	-6	-16	-30

A second format for part of the listing above.
SMILES,TRAIL sens C8,NOD2-RIPK2 inh,TROY signal inh,TLR9-MyD88 inh,TWEAK Fn14 block,SRC2 inh,SRC3 inh,NR2F2 inh,EBV LMP1 NFkB,LRH-1 inv ag,SRC1 inh
CC(C)(C)c1cc(=O)[nH]c(SCc2ccccc2)n1,-9,1,45,11,12,-19,-1,15,-1,-4,3
COc1cc(CNc2cccc(C(=O)O)c2)cc(Br)c1OCC(=O)NC(C)(C)C,4,-13,-8,-5,5,-1,18,11,-3,-8,-1
CCc1ccc(NC(=O)C2C3CCC(O3)C2C(=O)O)cc1 (stereo unspecified),-8,14,-5,-9,-8,26,4,-14,-6,-16,-30

More results follow.
SMILES	TRAIL sens C8	NOD2-RIPK2 inh	TROY signal inh	TLR9-MyD88 inh	TWEAK Fn14 block	SRC2 inh	SRC3 inh	NR2F2 inh	EBV LMP1 NFkB	LRH-1 inv ag	SRC1 inh
c1ccc(OCCOCCN2CCOCC2)cc1	-7	-2	-18	-2	-5	-27	-23	-20	-8	-14	-3
CS(=O)(=O)c1ccc(S(=O)(=O)N2CCC(CO)(CCCc3ccccc3)CC2)cc1	11	-1	10	-9	14	6	12	15	0	6	-18
O=C(NCc1ccc(F)cc1)C1CCCN(S(=O)(=O)c2ccc(Br)s2)C1 (stereo unspecified)	3	1	-5	2	50	1	-4	3	-5	5	9
CCOCCCN1CC(C(=O)NCCc2ccccc2)CC1=O (stereo unspecified)	7	-2	-17	-2	-6	3	-1	-11	-1	33	2
CCOC(=O)C1CCN(C(=O)c2cc3cc(Cl)ccc3[nH]2)CC1	-14	-5	-17	-4	-8	-17	-9	-11	0	-16	-8
CCN(C[C@H]1N[C@@](CC)(C(=O)OC)[C@H]2C(=O)N(C)C(=O)[C@@H]12)S(=O)(=O)c1ccc(C(C)(C)C)cc1	9	5	-3	-8	54*	-12	2	5	1	-18	0
O=C(NCN1CCc2ccccc2C1)c1cnccn1	6	-3	15	0	3	-17	20	7	-2	15	4
N#Cc1cc2ccccc2nc1SCc1ccccn1	6	10	-61	12	-27	-35	-80	-61	-26	-97	-113
O=C(NCCOc1cccc2cccnc12)c1cccs1	-9	-3	-19	2	-2	7	-3	2	8	-10	-3
COc1ccccc1NOC(=O)CCOc1ccccc1	-12	-12	-40	-5	-18	-28	-5	-9	-6	-1	-8
O=C1CCN(C(=O)Nc2ccccc2)N1	-14	-5	-21	0	12	-33	-3	8	-6	15	-7
CCN1C(=O)NC(c2ccc(Cl)cc2)C2=C1CCCC2=O (stereo unspecified)	-13	1	-26	6	23	-14	-2	16	-11	-18	-38
O=C(c1cccc(C(F)(F)F)c1)N1CCOC12CCN(c1ncc(C(F)(F)F)cc1Cl)CC2	11	-8	13	0	41	8	3	5	6	-11	19
CCOC(=O)c1c(C)n(C)c2ccc(O)c(CN3CCC(C)CC3)c12	7	3	1	3	-44	·	9	·	8	7	2
CCN(CC)C(=O)CSc1nc(N)c(C#N)c(-c2cccs2)c1C#N	16	-6	17	-1	21	9	9	-2	6	19	1
COc1ccc(-c2ccc3c(c2)S(=O)(=O)c2cccc(C(=O)N4CCN(C5CCCCC5)CC4)c2C3=O)cc1OC	4	5	-11	-10	27	-10	-14	-4	-4	-29	-9
CCN(CC)S(=O)(=O)c1ccc2c(c1)nc(SCC(=O)N1CCOCC1)n2-c1ccccc1OC	3	2	-17	3	-2	7	-6	-3	-25	15	-16
CCN(CC)c1ccc(NC(=O)c2ccccc2OCC(=O)OC)cc1	6	-9	-19	-3	-9	-5	5	-3	13	-16	-30
O=C(CSc1ccc(Cl)cc1)NC(=O)c1ccccc1	-16	1	-13	-6	0	-4	14	-7	-6	14	10
O=C(COc1ccc(S(=O)(=O)N2CCCC2)cc1Cl)NCc1ccco1	-4	-4	-3	-6	-2	-10	4	-8	-13	19	-4
Cc1ccc(NC(=O)NCc2ccc3c(c2)OCO3)c(C)c1	-2	-4	5	1	-1	-3	2	22	10	-10	2
COc1ccc2c(c1)CCCC2NS(=O)(=O)OCC(Cl)(Cl)Cl (stereo unspecified)	1	0	-35	-3	-5	10	11	2	2	-9	-6
COc1ccc(CCNC(=O)C(=O)NCCOc2ccccc2Cl)cc1OC	-19	6	-5	1	2	0	3	5	0	11	-7
COc1ccccc1-c1sc2cc3c(cc2c1-c1ccc(OCCN2CCCCC2)cc1)OCO3	30	1	-1	-9	-32	29	-6	17	-42	8	13
COc1cccc(-c2csc(N3CCN(CC(=O)Nc4ccc5c(c4)OCO5)CC3)n2)c1	4	1	-6	-2	-6	20	-2	-4	10	3	5
COc1cc(OC)c(OC)cc1CN1CCN(c2ccccc2OC)CC1	-3	-3	3	-9	-3	13	8	-7	5	15	0
Brc1ccccc1OCCN1CCCC1	-6	-9	7	2	7	0	17	-8	1	-20	-14
Cc1ccc(S(=O)(=O)NNC(=O)C2CC=CCC2C(=O)O)cc1 (stereo unspecified)	-13	-4	-20	-3	-3	-6	-7	-1	3	3	7
COc1ccccc1N1CCN(C(=O)CCCC2=NS(=O)(=O)c3ccccc3N2)CC1	1	-7	-6	-7	-16	-11	7	-5	-5	6	-6
O=C(NC1CCSC1)c1cccc(Cl)c1 (stereo unspecified)	22	-4	8	1	-3	-7	13	-28	8	-5	1
O=[N+]([O-])c1ccc(/C=C2\CCC(C3=CCCC3)=C2N2CCOCC2)cc1	14	-2	-6	-4	13	-5	-64	5	-1	-16	-33
CS(=O)(=O)N(CC(=O)Nc1ccccc1F)C1CCCCC1	12	-8	6	-15	-2	-1	1	11	3	-12	-2
O=C(NC1CCN(Cc2ccccc2)CC1)c1[nH]c(C(F)(F)F)nc1-c1ccccc1	-8&-2	-5&-7	5&-20	·	-7&-10	-13&15	13&2	-3&5	·	2&-12	0&6
CCOC(=O)c1ccc(NC(=S)N(CCN(C)C)C(C)c2ccncc2)cc1 (stereo unspecified)	4	-13	-15	-5	-3	-39	-6	-3	-3	-5	13
COC(=O)c1ccc(N2C(=O)CC(N3CCN(C(=O)c4ccco4)CC3)C2=O)cc1 (stereo unspecified)	-8	1	5	6	14	-7	-9	8	-11	9	-1
O=C(Nc1ccc2nc(-c3cccs3)[nH]c2c1)c1cccs1	42	-6	-54	-7	-41	-58	-26	-26	-14	-62	-57
O=C(CCCn1c(=O)c2ccccc2n(CC(=O)N2CCN(c3ccccc3)CC2)c1=O)NCc1ccco1	-6	6	-18	-4	12	-17	-2	-11	-4	9	7
CC(=O)c1cccc(NC(=O)C2CCCN2S(=O)(=O)c2ccccc2C(F)(F)F)c1 (stereo unspecified)	3	4	1	-1	3	-13	-8	-15	2	18	12
COC(=O)c1ccc(NC(=O)CN2CCN(CC#N)CC2)cc1	8	-2	-2	-3	-3	0	-2	-9	-5	-4	-3
CC(C)c1cc(C(=O)O)c2ccccc2n1	-4	-5	-6	7	1	6	11	6	-10	-12	-7
Cc1ccnc2nc(C(=O)NCCc3ccc(F)cc3)nn12	-4	4	-15	-6	1	-25	-7	1	-2	-8	-8
CCOC(=O)C1(CC2CCCCO2)CCN(C(=O)Nc2ccccc2)CC1 (stereo unspecified)	1	-5	-29	-4	-16	-34	-12	-3	-3	-21	-15
O=C(Nc1ccc(N2CCOCC2)cc1)c1ccc([N+](=O)[O-])cc1	-7	-7	-6	2	-15	-5	-8	-14	2	-19	-7
C=CCNC(=O)C(=O)NN=C1CCN(C)CC1	-5	7	-2	7	-11	-14	11	-4	-7	16	-7
COC(=O)c1ccc(Nc2nnc(-c3ccc(C)c(S(=O)(=O)NCC4CCCO4)c3)c3ccccc23)cc1 (stereo unspecified)	10	3	3	1	7	4	11	-3	-11	15	-15
CCCCCCCCC(=O)Nc1cc(C)ccc1OC	-1	-5	-8	-2	6	-5	1	4	-2	-7	-42
c1ccc(CSc2ccc3nnc(-c4ccccn4)n3n2)cc1	1	-11	6	-8	-15	12	-7	0	-4	-2	-17
CCN(CC)c1nc(C#N)cc(-c2ccc(OC)cc2)n1	6	-9	14	-1	32	12	12	7	4	20	7
O=C(CN1C(=O)NC2(CCOc3ccccc32)C1=O)Nc1ccc(Br)cc1F (stereo unspecified)	-27	5	4	4	-6	-1	13	17	-5	1	-2
CCN(CC)CCN(C(=O)c1ccc2ccccc2c1)c1nc2ccc(OC)cc2s1	-26	-2	-18	-4	-34	4	-3	6	-3	-23	10
Cc1cn(C2OC[C@@H](O)[C@@H]2CO)c(=O)[nH]c1=O (stereo partly specified)	7	0	-5	1	2	14	-1	17	4	8	5
CCOCCCNS(=O)(=O)c1ccc2c(c1)CCN2C(C)=O	8	-15	0	0	-6	15	25	0	-4	-8	6
O=C(O)c1cccc2c1C(=O)c1cc([N+](=O)[O-])cc([N+](=O)[O-])c1-2	-3	-16	-26	3	-5	-28	2	4	-4	-2	12

Assay outcomes: PubChem BioAssay, several laboratories
